# TRPN1 ag = zebrafish TRPN1 (NompC) channel agonism; HEK293 zebrafish TRPN1-YFP, Fluo-8 calcium fluorescence; 100% = response to 87 µM carbachol; activation, % at 3 µM; 0.18% of 220,000 active; AID 1424;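 active = activation above its plate's cutoff, the mean activation of test wells on that plate plus 3 SD, cut at about 19% in these data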;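 also: 0% = DMSO alone and 100% = 87 µM carbachol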
#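 Material: zebrafish TRPN1-YFP in HEK293 cells; Doses: single test compound dose, 3 µM nominal, 0.3% DMSO; Timing: dye loading 1 h at 37 °C, then 30 min room temperature; Technique: intracellular calcium fluorescence with Fluo-8; Benchmarks: high carbachol 87 µM, low DMSO alone.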
# EBV gp42 block = blocks Epstein-Barr virus glycoprotein 42 binding | Q1HVG2 | Fluorescence polarization binding assay, mP read-out | inhibition, % (tested at 21.74 µM) | 0.42% of 220,000 active; in the data active = inhibition above about 50%
# Target sequence (Q1HVG2 whole entry, looked up): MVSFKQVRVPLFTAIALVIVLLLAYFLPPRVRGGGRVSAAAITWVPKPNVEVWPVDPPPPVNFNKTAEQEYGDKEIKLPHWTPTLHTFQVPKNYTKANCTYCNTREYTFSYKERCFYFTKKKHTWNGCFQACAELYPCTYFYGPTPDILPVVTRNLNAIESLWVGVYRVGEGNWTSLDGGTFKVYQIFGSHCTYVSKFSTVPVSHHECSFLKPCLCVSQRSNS
# TbHK1 inh = T. brucei hexokinase 1 inhibition; recombinant TbHK1, G6PDH-coupled NADH A340; inhibition, % at 10 µM; 0.11% of 220,000 active; AID 1430;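 active = inhibition of 50% or more in the single-dose primary screen; inactive = inhibition below 50%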
# KCC2 mod = modulators of human KCC2 chloride dependent transport | B-score of Tl+ flux slope (higher = more flux/activation; lower = inhibition) at 10 µM | KCC2 cells, thallium flux FluoZin-2 fluorescence | Q9H2X9 | 2.2% of 190,000 active;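 active = thallium flux slope and its plate-corrected score both differing from the plate sample mean at a set confidence after two filtering rounds, in either direction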;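 also: slope of fluorescence scaled to starting intensity during 10 to 20 s after thallium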
# Calpain2 inh = calpain II (pig) inhibition | purified calpain II, fluorogenic peptide substrate, 30 min | inhibition, % at 16 µM | 0.37% of 220,000 active;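 active = inhibition above about 50%, limit read from the data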
# thrombin 1536 = blocks human thrombin protease activity; P00734; inhibition, % at 5 µM; 0.26% of 220,000 active; alpha-thrombin, Boc-VPR-AMC fluorogenic substrate cleavage; AID 1046;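 active = inhibition at or above 40%; inactive = inhibition below 40%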;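 also: 0% = enzyme with no compound and 100% = wells without enzyme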
#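 System – human alpha-thrombin protein · Reagent – Boc-VPR-AMC substrate, 15 µM final · Compound – 5 µM single dose in 0.2% DMSO · Schedule – reaction at room temperature · Technique – AMC fluorescence at 355 nm excitation and 460 nm emission · Read-out basis – % inhibition relative to enzyme controls and enzyme-free blanks · Control set – no-compound enzyme wells and no-enzyme blanks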
# TRPML3 agonist = agonists of human TRPML3 channel | Q8TDD5 | HEK293 TRPML3-YFP, Fluo-8 calcium fluorescence; 100% = the carbachol control signal | activation, % at 3 µM | 0.29% of 220,000 active | AID 1448;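 active = activation above its plate's cutoff, the mean activation of the plate's test wells plus 3 SD, cut at about 12% in these data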;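 also: 0% = DMSO only wells and 100% = carbachol wells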
# Target sequence (Q8TDD5 whole entry, looked up): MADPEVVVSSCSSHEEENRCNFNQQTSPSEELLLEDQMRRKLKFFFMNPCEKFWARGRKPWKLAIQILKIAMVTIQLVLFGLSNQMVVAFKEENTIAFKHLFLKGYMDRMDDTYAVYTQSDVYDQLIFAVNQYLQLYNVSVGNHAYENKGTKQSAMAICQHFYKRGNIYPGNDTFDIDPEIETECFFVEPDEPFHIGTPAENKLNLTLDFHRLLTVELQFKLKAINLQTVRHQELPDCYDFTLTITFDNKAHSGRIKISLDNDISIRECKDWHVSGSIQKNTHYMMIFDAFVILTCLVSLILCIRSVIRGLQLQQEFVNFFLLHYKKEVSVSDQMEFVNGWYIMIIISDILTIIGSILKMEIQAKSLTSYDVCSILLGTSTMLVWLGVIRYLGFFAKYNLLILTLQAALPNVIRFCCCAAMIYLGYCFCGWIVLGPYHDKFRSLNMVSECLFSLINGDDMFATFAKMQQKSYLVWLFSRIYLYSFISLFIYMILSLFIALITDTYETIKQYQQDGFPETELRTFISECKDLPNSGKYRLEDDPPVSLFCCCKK
#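 Material: HEK293 cells stably carrying human TRPML3-YFP; compound dosing: single dose, 3 µM final nominal compound, 0.3% DMSO final; incubation: 1-h 37 °C dye load, 5-s basal, 120-s post-compound reads; technique: Fluo-8 intracellular calcium fluorescence, excitation 470-495 nm, emission 515-575 nm; read-out basis: percent activation from peak-to-basal fluorescence ratio, scaled between DMSO and carbachol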
# Furin inh = human furin inhibition. purified furin, fluorogenic substrate cleavage. AID 463115. inhibition, % at 30 µM. 0.061% of 220,000 active; in the data active = inhibition above about 25%; also: inactives centre near -15
# PPC-1+TRAIL kill = kills PPC-1 cancer cells in the presence of TRAIL | PPC-1 cells + TRAIL, ATPLite viability luminescence | cell killing (% activity), % at 4 µM | 0.41% of 220,000 active;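 active = cell killing above 50% in the first pass at 4 µM, then a duplicate retest at 5 µM averaging 50% or more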;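 also: plate controls were cells with TRAIL plus DMSO for no effect and medium-only wells lacking cells for full effect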
# An asterisk follows results filed as active; i = inactive; . = no result given; [ ] = remark or other dose.
# Fields: TRPN1 ag	EBV gp42 block	TbHK1 inh	KCC2 mod	Calpain2 inh	thrombin 1536	TRPML3 agonist	Furin inh	PPC-1+TRAIL kill
- Cc1ccc(NC(=O)CN2CCCCC2)c2c1CC(C)(C)O2
    0.2	0	8	-0.069	23	-7	0.2	-21	21
- CCN(CC)C(=O)c1csc(Nc2ccc(C)cc2)n1
    -1.4	0	9	-0.62	21	-10	-0.1	-33	-1
- Cc1nccc(-c2cc(-c3ccc(Cl)cc3Cl)no2)n1
    0.4	-7	-1	-0.27	-4	-6	0.0	-22	35
- OCCN(CCO)c1nc2ccccc2[nH]1
    -0.9	-13	-7	0.13	6	-2	-0.1	-13	11
- C=CCn1c(SCC(=O)c2ccc(CNC(C)=O)o2)nc2scc(C3CC3)c2c1=O
    1.9	1	-10	.	-136	-3	-0.3	-7	-19
- C=C(Br)CN1CCN(CC(=C)Br)CC1
    -0.7	-12	-7	-0.46	-12	-10	0.3	-29[20 µM]	-5
- Cc1csc(NC(=O)CCc2ccc(S(=O)(=O)N3CCOCC3)cc2)n1
    -0.6	-2	-6	0.44	-3	-5	0.8	-18[20 µM]	20
- CCCCSc1nc2c(c(=O)n1CC)SC(C)C2 (stereo not drawn)
    -1.1	-4	-19	-1.5	-14	-7	-0.2	-14	18
- O=CN(c1ccccc1)c1ccc2ccccc2c1
    -0.7	-2	2	.	1	-7	0.4	-33	-6
- Cc1ccoc1C(=O)NCCCNC(=O)c1occc1C
    -0.6	12	8	-0.91	-18	0	0.3	-33	12
- O=C(CNC(=O)c1ccccc1F)N/N=C/c1cc(Br)ccc1OC(=O)/C=C/c1ccco1
    -0.6	-12	20	-0.39	-191	3	0.3	-1	28
- Cn1c(CC(=O)Nc2ccccc2C(F)(F)F)c(Sc2ccccc2)c2ccccc21
    0.1	-7	2	1.3	5	1	0.5	-15	17
- O=Cc1ccc2noc(-c3ccc(Cl)cc3)c2c1
    0.5	-17	10	0.59	-167	2	0.3	-13[20 µM]	25
- NC(=O)CCC(NC(=S)Nc1ccccc1)C(=O)O (stereo not drawn)
    3.2	-6	6	-1.2	9	-8	0.5	-6	5
- CCN(CCCNC(=O)COc1cc(=O)n(CC)c2ccccc12)Cc1ccccc1
    0.8	-6	5	0.18	-2	-9	0.8	-28	11
- COc1cnc(-c2cccc(C(F)(F)F)c2)[nH]c1=O
    0.4	0	-5	-0.38	-13	-7	0.4	-16	5
- CC(=O)Oc1ccc2cc(-c3nc4ccccc4n3C)c(=O)oc2c1
    0.8	-18	-4	.	i	0	0.5	-94	30
- O=C1CC(N2CCN(c3ccccc3O)CC2)C(=O)N1Cc1ccccc1 (stereo not drawn)
    1.3	-12	3	0.13	-2	-5	1.2	-25	22
- Cc1ccc(-c2csc(=S)n2CC(=O)OCC(=O)NCc2ccco2)cc1
    0.8	0	-1	.	-18	-14	1.1	-5	12
- CCn1nc(C)c(CN2CCN(Cc3ccsc3)C(CCO)C2)c1C (stereo not drawn)
    -1.1	-15	-7	-0.26	-20	-6	0.1	-24	20

# In a second layout: results already given
Compound	TRPN1 ag	EBV gp42 block	TbHK1 inh	KCC2 mod	Calpain2 inh	thrombin 1536	TRPML3 agonist	Furin inh	PPC-1+TRAIL kill
NC(=O)CCC(NC(=S)Nc1ccccc1)C(=O)O (stereo not drawn)	3.2	-6	6	-1.2	9	-8	0.5	-6	5
O=C1CC(N2CCN(c3ccccc3O)CC2)C(=O)N1Cc1ccccc1 (stereo not drawn)	1.3	-12	3	0.13	-2	-5	1.2	-25	22

# Later entries.
# Fields: TRPN1 ag	EBV gp42 block	TbHK1 inh	KCC2 mod	Calpain2 inh	thrombin 1536	TRPML3 agonist	Furin inh	PPC-1+TRAIL kill
- CCC(C)Nc1nc2c(c(=O)n(C)c(=O)n2C)n1C (stereo not drawn)
    1.0	-7	1	0.6	-17	0	0.2	-15	13
- CCOC(=O)C1=C(CNCc2ccc(C)cc2)NC(=O)NC1c1ccc(OC)cc1 (stereo not drawn)
    0.1	-4	4	-1.5	2	6	-1.1	-16[20 µM]	6
- Cc1oc(-c2cccs2)nc1CN1CCN(CCC(C)C)C(CCO)C1 (stereo not drawn)
    -0.9	-25	-1	1.1	-50	-3	-0.2	-30	.
- Cc1ccc(N=C2SC(C(=O)O)CC(=O)N2C)cc1C (stereo not drawn)
    0.9	-8	2	-0.31	16	-8	0.0	-14	4
- O=C(NC(=S)Nc1ccc(O)cc1)c1ccccc1Cl
    -2.2	-3	8	0.71	29	9	-0.6	-6	12
- COc1ccccc1C(=O)NNC(=S)NC(=O)c1cc(OC)c(OC)c(OC)c1
    2.6	0	7	2.6	-7	4	1.8	-4	19
- CC1(C)Cc2c(sc3c2c(=O)n(-c2ccc(Cl)cc2)c(=O)n3CC(N)=O)CO1
    -1.8	-7	-6	1.2	15	1	0.7	-25	-12
- O=C(NC(=S)NNC(=O)c1ccccc1F)c1cccnc1
    1.3	-19	-26	.	15	6	0.0	-4	18
- O=C1CCC(C(=O)OCC(=O)C23CC4CC(CC(C4)C2)C3)N1 (stereo not drawn)
    1.5	-19	-1	.	6	-3	0.1	2	10
- CN(Cc1ccccc1)S(=O)(=O)c1ccc(NC(=S)NC(=O)C2CCCCC2)cc1
    -0.8	8	1	-0.0017	38	-11	0.6	-10	12

# Reprinted at random: 4 records from the list, in no set order.
# Fields: TRPN1 ag	EBV gp42 block	TbHK1 inh	KCC2 mod	Calpain2 inh	thrombin 1536	TRPML3 agonist	Furin inh	PPC-1+TRAIL kill
- O=C(CNC(=O)c1ccccc1F)N/N=C/c1cc(Br)ccc1OC(=O)/C=C/c1ccco1
    -0.6	-12	20	-0.39	-191	3	0.3	-1	28
- Cn1c(CC(=O)Nc2ccccc2C(F)(F)F)c(Sc2ccccc2)c2ccccc21
    0.1	-7	2	1.3	5	1	0.5	-15	17
- Cc1ccc(NC(=O)CN2CCCCC2)c2c1CC(C)(C)O2
    0.2	0	8	-0.069	23	-7	0.2	-21	21
- Cc1nccc(-c2cc(-c3ccc(Cl)cc3Cl)no2)n1
    0.4	-7	-1	-0.27	-4	-6	0.0	-22	35

# Next section:
# Fields: TRPN1 ag	EBV gp42 block	TbHK1 inh	KCC2 mod	Calpain2 inh	thrombin 1536	TRPML3 agonist	Furin inh	PPC-1+TRAIL kill
- CC1CCCC(NC(=O)COC(=O)c2sc3ccccc3c2Cl)C1C (stereo not drawn)
    -0.1	-11	-13	-1.7	8	-8	0.5	-8	16
- CCN(CC)C(=O)CSc1nc(O)cc(=O)n1CC
    0.6	-5	-4	0.3	0	0	0.0	-11	-4
- Cc1ccc(-n2nnnc2-c2cccnc2)cc1
    1.6	-6	-3	1.1	1	-7	0.9	-18	-16
- CC(C)OC(=O)CSc1ncnc2c1cnn2Cc1ccccc1
    -2.0	-6	4	-3.6*	-22	-4	-1.0	-17	4
- O=Nc1c(-c2ccccc2)cc2ccccn12
    -1.3	7	-21	.	-15	-3	-0.2	-11	23
- Cc1nc2ccccc2c2nc(N)nn12
    -0.8	-5	5	-1	-20	2	0.1	-7[20 µM]	11
- CCOC(=O)/C(C#N)=C1/C=CN(Cc2ccccc2)C=N1
    0.9	-4	-60	-1	8	-2	0.2	4	4
- CCS(=O)(=O)N1CCCC(C(=O)NCc2cccc(OC)c2)C1 (stereo not drawn)
    0.7	-7	2	0.47	0	-9	-0.1	-11[20 µM]	9
- O=C(NCc1ccccc1)C(=O)NCC(c1ccco1)N1CCOCC1 (stereo not drawn)
    0.6	-10	0	-0.65	-24	0	0.6	-17	-11
- O=C(CC1C(=O)NCCN1CC1CCCCC1)NCc1ccc(Cl)cc1 (stereo not drawn)
    0.2	-6	2	-0.59	-25	-9	1.1	-12	-14
- Cc1csc(=NC(=O)c2ccccc2)n1C
    1.0	0	-38	-0.043	18	-6	0.6	-8[20 µM]	18
- COc1ccc(/C(O)=C2/C(=O)C(=O)N(c3nc(C)c(C)s3)C2c2ccco2)cc1 (stereo not drawn)
    0.7	-4	-11	0.58	-62	-10	-0.6	4	10
- Clc1ccc(Nc2nc(-c3cccs3)cs2)nc1
    -0.7	-19	-2	0.45	14	1	0.4	-18[20 µM]	-16
- O=C(C1Cc2ccccc2CN1C(=O)c1ccccc1)N1CCN(c2ccccc2)CC1 (stereo not drawn)
    0.5	6	5	-0.23	-24	2	-0.1	-17	-17
- CCNC(=S)NNC(=O)CCn1c2ccccc2c2ccccc21
    0.4	14	-7	-0.31	17	-6	-0.6	-10[20 µM]	-4
- CCn1c(NC(=O)c2cccs2)c(-c2cccs2)c(=O)c2ccccc21
    0.1	-2	-12	.	-28	-1	0.3	5	-10
- N#C/C(=C\c1ccccc1)C(=O)Nc1cc(S(=O)(=O)N2CCOCC2)ccc1N1CCCC1
    2.0	-6	-6	-0.85	-39	-4	0.4	-9	17

# 3 entries already listed, sorted by the number in KCC2 mod, descending.
structure | EBV gp42 block | TbHK1 inh | KCC2 mod | Calpain2 inh | thrombin 1536 | TRPML3 agonist | Furin inh
Cn1c(CC(=O)Nc2ccccc2C(F)(F)F)c(Sc2ccccc2)c2ccccc21 | -7 | 2 | 1.3 | 5 | 1 | 0.5 | -15
Cc1csc(=NC(=O)c2ccccc2)n1C | 0 | -38 | -0.043 | 18 | -6 | 0.6 | -8[20 µM]
O=C(CC1C(=O)NCCN1CC1CCCCC1)NCc1ccc(Cl)cc1 (stereo not drawn) | -6 | 2 | -0.59 | -25 | -9 | 1.1 | -12

# Source: PubChem (several laboratories)
